Screening results (PubChem BioAssay)
NadD block = NadD (S. aureus) enzyme inhibition; AID 602399; 360,000 tested, 0.78% active; purified NadD enzyme, colorimetric absorbance read-out; inhibition, % at 20 µM; in the data active = inhibition above about 26%; also: some compounds past the cut are filed as inactive
Neddylation inh = cullin neddylation inhibition; TR-FRET cullin neddylation, biochemical; calls only at 25 µM; 360,000 tested, 0.58% active; P61081+Q13564; in the data active = inhibition above about 36%
LMPTP block = LMPTP (human) inhibition | P24666 | recombinant LMPTP-A, OMFP fluorogenic substrate, fluorescence intensity | inhibition, % at 20 µM | 360,000 tested, 0.22% active;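 active = compounds that cut the enzyme signal by at least half of the control window in the single-dose screen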;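 also: plate controls were DMSO wells with enzyme plus substrate for no effect and substrate without enzyme for full effect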
Target sequence (P24666 whole entry, looked up): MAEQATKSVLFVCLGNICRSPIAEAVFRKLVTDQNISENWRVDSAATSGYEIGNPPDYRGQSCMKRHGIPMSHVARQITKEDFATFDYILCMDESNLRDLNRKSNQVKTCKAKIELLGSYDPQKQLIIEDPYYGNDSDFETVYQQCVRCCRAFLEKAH
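test system = LMPTP-A | amount = 0.625 nM LMPTP-A final | reagent = fluorogenic phosphatase substrate OMFP at 400 µM final | incubation = 50 min at room temperature | benchmarks = no-enzyme low control, uninhibited high control | medium = Bis-Tris pH 6.0, DTT, detergent | signal = fluorescence intensity of OMFP turnover product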
Rin1 Abl inh = blocks binding of human Rin1 to Abl. P00519+Q13671. 360,000 tested, 0.4% active. inhibition, % at 7.35 µM. TR-FRET Rin1/Abl binding, biochemical; in the data active = inhibition above about 5%, passing the limit was not always enough
Scp-1 inhibitor = Scp-1 (human) phosphatase inhibition; Q9GZU7; Recombinant Scp1, phosphopeptide, malachite green phosphate absorbance; inhibition, % at 20 µM; 340,000 tested, 0.88% active; AID 493091;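 active = inhibition above about 50% at 20 µM, limit read from the data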;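 also: plate controls were DMSO wells with enzyme for no effect and wells lacking enzyme for full effect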
Target sequence (Q9GZU7 76-261 limits assumed): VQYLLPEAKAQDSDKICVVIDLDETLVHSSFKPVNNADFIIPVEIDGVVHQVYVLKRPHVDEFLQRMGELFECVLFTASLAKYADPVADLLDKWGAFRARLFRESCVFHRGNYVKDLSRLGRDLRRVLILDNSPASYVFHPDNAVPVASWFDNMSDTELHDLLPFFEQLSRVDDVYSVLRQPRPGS
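System: truncated SCP-1 phosphatase (76-261aa); medium: Tris acetate buffer pH 5.5 with MgCl2 and Tween-20; incubation: 45 min room-temperature reaction, 5 min colour, 30 min stabiliser; compound: single 20 µM dose, 1% DMSO; reagent: Phosphorylated 17-residue peptide substrate; read-out: % inhibition at 20 µM; technique: colorimetric free-phosphate detection, absorbance 630 nm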
STEP inh = blocks human striatal-enriched tyrosine phosphatase; inhibition, % at 20 µM; 360,000 tested, 0.25% active; recombinant STEP, OMFP fluorogenic substrate, fluorescence;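 active = inhibition at 20 µM, scaled per plate between control wells, above about 37%, limit read from the data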;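 also: 0% = DMSO with enzyme and substrate and 100% = substrate only without enzyme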
Target sequence (P54829 whole entry, looked up): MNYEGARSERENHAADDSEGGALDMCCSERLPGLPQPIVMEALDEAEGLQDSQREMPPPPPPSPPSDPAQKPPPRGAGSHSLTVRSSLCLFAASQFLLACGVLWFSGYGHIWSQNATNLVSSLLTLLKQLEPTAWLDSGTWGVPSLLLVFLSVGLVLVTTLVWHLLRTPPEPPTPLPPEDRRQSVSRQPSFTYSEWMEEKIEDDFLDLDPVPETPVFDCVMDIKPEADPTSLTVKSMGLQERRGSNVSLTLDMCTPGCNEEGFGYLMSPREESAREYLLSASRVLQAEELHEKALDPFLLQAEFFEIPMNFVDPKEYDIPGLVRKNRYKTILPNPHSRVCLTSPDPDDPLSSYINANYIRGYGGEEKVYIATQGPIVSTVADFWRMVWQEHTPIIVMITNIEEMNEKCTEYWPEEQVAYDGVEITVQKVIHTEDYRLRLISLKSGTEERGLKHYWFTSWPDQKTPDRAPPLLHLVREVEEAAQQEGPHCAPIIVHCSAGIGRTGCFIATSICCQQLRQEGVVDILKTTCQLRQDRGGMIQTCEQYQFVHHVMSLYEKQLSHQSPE
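Assay system: isolated STEP enzyme. Buffer or medium: pH 6.0 Bis-Tris with DTT and Tween 20. Also added: fluorogenic phosphatase substrate OMFP at 25 µM final. Dosing: 20 µM, 1% DMSO. Timing: 20 min reaction, room temperature, in the dark. Measured by: fluorescence intensity, excitation 480 nm, emission 540 nm. Evaluation: normalized % inhibition.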
CSN deneddyl inh = CSN deneddylation inhibition; Purified CSN, SCF-Nedd8-OG deneddylation, fluorescence polarization; inhibition, % at 12.5 µM; Q92905; 360,000 tested, 0.38% active;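 active = pattern-corrected inhibition above about 35%, with an unprinted fluorescence ratio check between 0.5 and 1.5, limit read from the data, passing the limit was not always enough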;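 also: 0% = enzyme with substrate and 100% = substrate without enzyme; some results filed as inactive read as strong as hits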
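Assay system: HEK293T-derived human Csn5 enzyme; quantity: 0.24 nM enzyme; medium: Tris/NaCl/DTT buffer, pH 7.5; also added: substrate SCFSkp2-Nedd8OG, 10 nM; doses: 12.5 µM compound; schedule: 90 min reaction at room temperature; signal: FP; read-out: % inhibition of substrate cleavage by Csn5; benchmarks: substrate-only high control, full reaction low control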
Rpn11 inh = blocks the human proteasome subunit Rpn11; O00487; human 26S proteasome, Ub4-pepOG fluorescence polarization; 20S core pre-blocked with epoxomicin; calls only at 20 µM; 360,000 tested, 0.59% active;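 active = inhibition at 20 µM, scaled to each plate's controls, above about 33%, limit read from the data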
DNMT1 block = inhibitors of human DNMT1 | P26358 | 360,000 tested, 0.83% active | DNMT1 molecular beacon, Hinp1I cleavage, fluorescence | inhibition (reported as % activation of signal), % at 10 µM | AID 588458; in the data active = inhibition above about 50%
SUMO1-SIM PPI = alters human SUMO1 binding to SIM partners; P63165; inhibition, % at 20 µM; AID 602429; 360,000 tested, 0.33% active; SUMO1 binding to a labelled peptide, TR-FRET, 1 h; in the data active = inhibition above about 37%
Target sequence (P63165 whole entry, looked up): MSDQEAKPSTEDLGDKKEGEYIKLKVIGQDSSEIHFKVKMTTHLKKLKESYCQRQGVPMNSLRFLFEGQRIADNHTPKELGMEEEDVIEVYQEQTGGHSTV
* hit, by the source's call. Random draw from the library; any-hit rate near 3.8%.

C=CCNC(=O)C(=O)NCC1CCCN1S(=O)(=O)c1cccs1 (stereo not given) was read as NadD block 0, Neddylation inh inactive, LMPTP block -1.2, Rin1 Abl inh 4, Scp-1 inhibitor 0, STEP inh 0, CSN deneddyl inh -4, Rpn11 inh inactive, DNMT1 block 0 and SUMO1-SIM PPI 0.
Screening COc1ccc(CCn2c(=O)c3cccnc3n(Cc3ccc([N+](=O)[O-])cc3)c2=O)cc1OC returned NadD block -7, Neddylation inh inactive, LMPTP block 0.1, Rin1 Abl inh 1, Scp-1 inhibitor -8, STEP inh 30, CSN deneddyl inh 0, Rpn11 inh inactive, DNMT1 block -6 and SUMO1-SIM PPI -2.
For COc1cc2[nH]c(=O)n(CCCCCC(=O)NC3CCCC3)c(=O)c2cc1OC the results were NadD block 4, Neddylation inh inactive, LMPTP block -0.5, Rin1 Abl inh -2, Scp-1 inhibitor 2, STEP inh 0, CSN deneddyl inh 2, Rpn11 inh inactive, DNMT1 block 0 and SUMO1-SIM PPI -2.
Screening Cn1c(=O)c2c(nc(CN3CCOCC3)n2CCCO)n(C)c1=O returned NadD block -4, Neddylation inh inactive, LMPTP block -1.8, Rin1 Abl inh 4, Scp-1 inhibitor -5, STEP inh -2, CSN deneddyl inh 2, Rpn11 inh inactive, DNMT1 block -1 and SUMO1-SIM PPI 2.
For Cc1cc(C)n(C(=O)c2ccc([N+](=O)[O-])c(Cl)c2)n1 the results were NadD block 0, Neddylation inh inactive, LMPTP block -1.6, Rin1 Abl inh 2, Scp-1 inhibitor -7, STEP inh -1, CSN deneddyl inh -6, Rpn11 inh inactive, DNMT1 block 1 and SUMO1-SIM PPI -10.
For O=C(/C=C/[C@H]1O[C@@H](n2ccc(=O)[nH]c2=O)[C@H](O)[C@@H]1O)NCC1CCCO1 (stereo not given in full) the results were NadD block -6, Neddylation inh inactive, LMPTP block -1.9, Rin1 Abl inh 2, STEP inh -3, CSN deneddyl inh 1, Rpn11 inh inactive, DNMT1 block 5 and SUMO1-SIM PPI 0.
`CCN(CC)C(=O)COC(=O)c1cc(-c2ccc(OC)cc2)nc2ccccc12` gave NadD block 1, LMPTP block 1.1, Rin1 Abl inh 5, Scp-1 inhibitor 7, STEP inh 3, CSN deneddyl inh -7, Rpn11 inh inactive, DNMT1 block -2 and SUMO1-SIM PPI -25.
For Cc1scc(C(=O)N2CCN(c3ccc(Cl)cc3)CC2)c1C the results were NadD block -4, Neddylation inh inactive, LMPTP block -0.3, Rin1 Abl inh -2, Scp-1 inhibitor -5, STEP inh -1, CSN deneddyl inh -4, Rpn11 inh inactive, DNMT1 block -2 and SUMO1-SIM PPI -1.
For C[C@H]1CN([C@@H](C)CO)C(=O)CCCn2cc(nn2)CO[C@@H]1CN(C)S(=O)(=O)c1cccs1 the results were NadD block 8, Neddylation inh inactive, LMPTP block -2.0, Rin1 Abl inh -1, STEP inh -1, CSN deneddyl inh 5, Rpn11 inh inactive, DNMT1 block 1 and SUMO1-SIM PPI 1.
Screening Cc1ccc(C)c(S(=O)(=O)N2CCN(C(=O)CNC(=O)c3ccc4ccccc4c3)CC2)c1 returned NadD block 1, Neddylation inh inactive, LMPTP block 2.1, Rin1 Abl inh 0, Scp-1 inhibitor 1, STEP inh -2, CSN deneddyl inh -1, Rpn11 inh inactive, DNMT1 block -5 and SUMO1-SIM PPI -13.
For O=S1(=O)C[C@@H](N2CCN(c3ccccc3)CC2)[C@H](COCc2ccccc2)N1 the results were NadD block -6, Neddylation inh inactive, LMPTP block -2.2, Rin1 Abl inh -3, STEP inh 0, CSN deneddyl inh -2, Rpn11 inh inactive, DNMT1 block 0 and SUMO1-SIM PPI 1.
For Cc1ccc(NC(=O)CCC(=O)Nc2ccc(C)cc2)cc1 the results were NadD block 8, Neddylation inh inactive, LMPTP block -0.5, Rin1 Abl inh -1, Scp-1 inhibitor -12, STEP inh 1, CSN deneddyl inh 5, Rpn11 inh inactive, DNMT1 block 0 and SUMO1-SIM PPI -1.
Screening ON=Cc1ccnc2ccccc12 returned NadD block 1, Neddylation inh inactive, LMPTP block 0.0, Rin1 Abl inh 0, STEP inh -2, CSN deneddyl inh -1, Rpn11 inh inactive, DNMT1 block 6 and SUMO1-SIM PPI -16.
Cc1cc(F)ccc1NC(=S)NCCc1ccccc1 was read as NadD block -5, Neddylation inh inactive, LMPTP block -0.6, Rin1 Abl inh 3, Scp-1 inhibitor 0, STEP inh 1, CSN deneddyl inh 4, Rpn11 inh inactive, DNMT1 block 1 and SUMO1-SIM PPI 0.
For FC(F)Oc1ccccc1NC(=S)Nc1cccnc1 the results were NadD block -3, Neddylation inh inactive, LMPTP block -0.1, Rin1 Abl inh -1, Scp-1 inhibitor -1, STEP inh 1, CSN deneddyl inh 2, Rpn11 inh inactive, DNMT1 block -5 and SUMO1-SIM PPI 0.

Random excerpt: 2 compounds from above.
For Cc1ccc(NC(=O)CCC(=O)Nc2ccc(C)cc2)cc1 the results were NadD block 8, Neddylation inh inactive, LMPTP block -0.5, Rin1 Abl inh -1, Scp-1 inhibitor -12, STEP inh 1, CSN deneddyl inh 5, Rpn11 inh inactive, DNMT1 block 0 and SUMO1-SIM PPI -1.
For Cc1scc(C(=O)N2CCN(c3ccc(Cl)cc3)CC2)c1C the results were NadD block -4, Neddylation inh inactive, LMPTP block -0.3, Rin1 Abl inh -2, Scp-1 inhibitor -5, STEP inh -1, CSN deneddyl inh -4, Rpn11 inh inactive, DNMT1 block -2 and SUMO1-SIM PPI -1.

Continuation:
For Cn1c(=O)n(CC(=O)NC2CCCCC2)c(=O)c2ccccc21 the results were NadD block 0, Neddylation inh inactive, LMPTP block -2.9, Rin1 Abl inh 1, Scp-1 inhibitor -3, STEP inh -2, CSN deneddyl inh -1, Rpn11 inh inactive, DNMT1 block 1 and SUMO1-SIM PPI 2.
Screening Cc1ccc(C(C)NC(=O)c2c(-c3ccccc3)noc2C)cc1C (stereo not given) returned NadD block -1, Neddylation inh inactive, LMPTP block -0.3, Rin1 Abl inh 0, Scp-1 inhibitor -11, STEP inh 0, CSN deneddyl inh -2, Rpn11 inh inactive, DNMT1 block -4 and SUMO1-SIM PPI 1.
For Clc1cccc(Sc2ccc(-c3ccccn3)s2)c1 the results were NadD block 7, Neddylation inh inactive, LMPTP block 0.9, Rin1 Abl inh 4, Scp-1 inhibitor -2, STEP inh 2, CSN deneddyl inh 0, Rpn11 inh active, DNMT1 block -2 and SUMO1-SIM PPI -1.
Screening C[C@@H](OC(=O)N(C)Cc1ccccc1)[C@H]1O[C@]2(C)CCCC[C@H]1O2 returned NadD block -4, Neddylation inh inactive, LMPTP block -0.7, Rin1 Abl inh 1, Scp-1 inhibitor -7, STEP inh -3, CSN deneddyl inh -5, Rpn11 inh inactive, DNMT1 block 4 and SUMO1-SIM PPI -3.
Screening O=C(NCCOc1ccc(F)cc1)C1CCN(S(=O)(=O)c2ccccc2)CC1 returned NadD block -6, Neddylation inh inactive, LMPTP block 0.9, Rin1 Abl inh 1, Scp-1 inhibitor -8, STEP inh 1, CSN deneddyl inh -2, Rpn11 inh inactive, DNMT1 block 0 and SUMO1-SIM PPI 0.
For CC(C)c1ccc(C(=O)NCc2ccc(Cl)cc2)cc1 the results were NadD block -2, Neddylation inh inactive, LMPTP block -0.8, Rin1 Abl inh -1, Scp-1 inhibitor -1, STEP inh -3, CSN deneddyl inh -14, Rpn11 inh inactive, DNMT1 block 0 and SUMO1-SIM PPI -2.
Screening CNC(=S)N(CCc1c(C)[nH]c2ccc(Cl)cc12)Cc1cccnc1 returned NadD block -10, Neddylation inh inactive, LMPTP block -0.8, Rin1 Abl inh 0, Scp-1 inhibitor -6, STEP inh -1, CSN deneddyl inh 0, Rpn11 inh inactive, DNMT1 block -3 and SUMO1-SIM PPI 1.
For COC(=O)c1ccc(NC(=O)c2cccc(C)c2[N+](=O)[O-])cc1 the results were NadD block -7, Neddylation inh inactive, LMPTP block 0.7, Rin1 Abl inh 1, Scp-1 inhibitor -8, STEP inh -2, CSN deneddyl inh 1, Rpn11 inh inactive, DNMT1 block -5 and SUMO1-SIM PPI 0.
COc1cccc(C(=O)NC2C(=O)N3C(C(=O)O)=C(COC(C)=O)CSC23)c1 (stereo not given) was read as NadD block 10, Neddylation inh inactive, LMPTP block -1.1, Rin1 Abl inh 5, Scp-1 inhibitor 34, STEP inh 2, CSN deneddyl inh 2, Rpn11 inh inactive, DNMT1 block 9 and SUMO1-SIM PPI 0.
Screening Cc1cccnc1NC(=O)Nc1cccc(Cl)c1 returned NadD block -8, Neddylation inh inactive, LMPTP block 1.4, Rin1 Abl inh 1, Scp-1 inhibitor -1, STEP inh 0, CSN deneddyl inh 2, Rpn11 inh inactive, DNMT1 block 3 and SUMO1-SIM PPI -3.
`O=C(CNCc1ccco1)Nc1cccc(S(=O)(=O)N2CCCCC2)c1` gave NadD block -7, Neddylation inh inactive, LMPTP block -1.9, Rin1 Abl inh 2, Scp-1 inhibitor 1, STEP inh 0, CSN deneddyl inh 1, Rpn11 inh inactive, DNMT1 block -2 and SUMO1-SIM PPI 7.
Screening Cn1c(N2CCN(C(=O)NC34CC5CC(CC(C5)C3)C4)CC2)nc2ccccc21 returned NadD block 1, Neddylation inh inactive, LMPTP block -0.9, Rin1 Abl inh 1, Scp-1 inhibitor -8, STEP inh -2, CSN deneddyl inh -3, Rpn11 inh inactive, DNMT1 block 3 and SUMO1-SIM PPI 0.
Screening COCCNc1nc(NCCCN(C)C)c2sccc2n1 returned NadD block 4, Neddylation inh inactive, LMPTP block 39, Rin1 Abl inh -1, STEP inh 1, CSN deneddyl inh -2, Rpn11 inh inactive, DNMT1 block -1 and SUMO1-SIM PPI -2.
`COCCOc1ccc(C(F)(F)F)cc1NC(=O)COC(=O)C1=COCCO1` gave NadD block -7, Neddylation inh inactive, LMPTP block -0.2, Rin1 Abl inh 1, Scp-1 inhibitor 1, STEP inh -2, CSN deneddyl inh -4, Rpn11 inh inactive, DNMT1 block 1 and SUMO1-SIM PPI 3.
`Cc1ccc2c(c1)NC(=O)C(CC(=O)NCCCN1CCCCC1C)O2` (stereo not given) gave NadD block -5, Neddylation inh inactive, LMPTP block -2.2, Rin1 Abl inh -5, Scp-1 inhibitor -8, STEP inh 11, CSN deneddyl inh -5, Rpn11 inh inactive, DNMT1 block 0 and SUMO1-SIM PPI -1.
COCCn1c(SCC(=O)NC2CCCCC2)nc2c(c1=O)SCC2 was read as NadD block -5, Neddylation inh inactive, LMPTP block -0.1, Rin1 Abl inh -1, Scp-1 inhibitor -8, STEP inh -2, CSN deneddyl inh 0, Rpn11 inh inactive, DNMT1 block 0 and SUMO1-SIM PPI -3.
For CC(C)c1ccc(C2(C)NC(=O)N(CC(=O)N3CCN(C(=O)c4cccs4)CC3)C2=O)cc1 (stereo not given) the results were NadD block 6, Neddylation inh inactive, LMPTP block 0.1, Rin1 Abl inh 3, Scp-1 inhibitor -2, STEP inh 4, CSN deneddyl inh 2, Rpn11 inh inactive, DNMT1 block -2 and SUMO1-SIM PPI 4.
